aSyn rescue: alpha-synuclein toxicity inhibition in yeast. Potency, µM (titrated, usually from 46.1 µM), without a hit: at the top dose growth rescue (activation), hits mostly activators. Yeast expressing alpha-synuclein, growth rescue, BacTiter-Glo, 24 h. AID 652106. 370,000 compounds, 0.14% hits; note: potency is the fitted concentration of half-maximal effect; % of control where 0% means no effect; nearly all actives have a fitted effect of over 65% in size
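Screening used galactose-induced yeast with toxic alpha-synuclein levels, exposed to compound for 24 hr at 30 deg C. Cell growth, read with BacTiter-Glo luminescence, gave the measured signal.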
HEK293 tox: cytotoxic in the GLP-1 receptor inverse agonist counter-screen. 410,000 compounds, 0.13% hits. Potency, µM (titrated, usually from 38.3 µM), inactives show at the top dose activity change, negative = inhibition, most hits filed as inhibitors. HEK293 cAMP-luciferase reporter cells, luminescence, 24 h;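 note: loss of luciferase light is scored as toxicity; potency is the fitted concentration of half-maximal effect; % is set by controls: 0 for no effect and ±100 for the full control effect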
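To flag toxic compounds, the library was rerun on cells for 24 hr at 37 deg C and 5% CO2. Viability-linked luminescence was captured 12 min after adding luciferase detection reagent.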
TDP43 rescue: rescues yeast growth from TDP-43 toxicity | TDP-43 expressing yeast growth rescue, BacTiter-Glo, 24 h | Potency, µM (titrated, usually from 46.1 µM), inactives show at the highest dose growth rescue (activation), most hits filed as activators | 410,000 compounds, 1.8% hits; note: potency is the fitted concentration of half-maximal effect; % of control where 0% means no effect; nearly all actives have a fitted effect of over 50% in size
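Growth rescue of TDP-43-toxic yeast measured as ATP luminescence (BacTiter-Glo). Cells grown to mid-log in raffinose, induced in galactose at OD600=0.02, exposed to compound 24 hr at 30 deg C.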
Mm-Cpn inhibitor: blocks the Methanococcus maripaludis chaperonin Mm-Cpn. 330,000 compounds, 0.031% hits. purified Mm-Cpn ATPase, ADP Transcreener TR-FRET. Potency, µM (top dose mostly 76.9 µM), for inactives: top-dose activity, negative = inhibition, most hits filed as inhibitors; note: potency is the fitted concentration of half-maximal effect; % is set by controls: 0 for no effect and ±100 for the full control effect; nearly all actives have a fitted effect of over 80% in size
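ATPase turnover read by TR-FRET ADP competition (Eu cryptate antibody/ADP-d2, 665/590 nm): 10uM ATP final, 25nM Mm-CPN final, 30 min 37degC after 10-min compound preincubation, pH 7.4 Tris/KCl/MgCl2/DTT buffer.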
FUS suppressor: rescues growth of FUS-expressing yeast; S. cerevisiae FUS-expressing, growth rescue, OD600, 24 h; Potency, µM (top dose mostly 76.6 µM), inactives show top-dose growth rescue (activation), hits mostly activators; 390,000 compounds, 0.24% hits;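 note: potency is the fitted concentration of half-maximal effect; plate controls were DMSO vehicle for no effect and reference control for full effect; nearly all actives have a fitted effect of over 55% in size; some results filed as inactive show a strong effect at the top dose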
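Restored growth of FUS-toxic S. cerevisiae, read as 600 nm absorbance after 24 h at 30C in galactose medium (starting OD 0.005). Controls CP55940 and DMSO.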
GLP-1R inv ag: acts as inverse agonist at human GLP-1 receptor; P43220; HEK293 GLP-1R CRE-luciferase, luminescence, 24 h; GLP-1R form is constitutively active; Potency, µM (series often up to 38.3 µM), for inactives: at the top dose activity change, negative = inhibition, most hits filed as inhibitors; 410,000 compounds, 1.6% hits; AID 624417; note: potency is the fitted concentration of half-maximal effect; % is set by controls: 0 for no effect and ±100 for the full control effect; nearly all actives have a fitted effect of over 55% in size
Target sequence (P43220 whole entry, looked up): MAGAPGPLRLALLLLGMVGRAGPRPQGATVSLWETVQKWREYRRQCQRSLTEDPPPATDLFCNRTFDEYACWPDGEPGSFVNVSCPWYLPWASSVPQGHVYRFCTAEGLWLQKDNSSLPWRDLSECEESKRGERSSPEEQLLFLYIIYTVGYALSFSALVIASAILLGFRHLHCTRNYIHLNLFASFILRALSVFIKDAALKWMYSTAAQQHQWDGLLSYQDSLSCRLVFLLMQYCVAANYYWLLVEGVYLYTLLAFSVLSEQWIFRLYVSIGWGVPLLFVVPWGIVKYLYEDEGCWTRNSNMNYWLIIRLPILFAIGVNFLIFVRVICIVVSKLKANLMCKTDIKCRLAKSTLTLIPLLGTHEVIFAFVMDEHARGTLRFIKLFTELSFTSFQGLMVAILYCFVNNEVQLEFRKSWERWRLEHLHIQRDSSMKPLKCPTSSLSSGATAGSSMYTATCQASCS
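Using stably transfected HEK293 (constitutively active GLP-1R, cAMP-luciferase reporter), compounds were incubated 24 hr and luciferase measured by luminescence.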
Abeta yeast res: A-beta toxicity reversal in yeast. yeast expressing A-beta42, growth rescue, OD600, 48 h; response scale: 0% DMSO, 100% iron-clioquinol control. Potency, µM (top dose mostly 46.1 µM), for inactives: top-dose growth rescue, hits mostly activators. 410,000 compounds, 0.063% hits. AID 1347071; note: potency is the fitted concentration of half-maximal effect; nearly all actives have a fitted effect of over 55% in size
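Growth rescue measured by 600 nm absorbance after 48 h yeast culture at 30 C with compound. Values normalized between DMSO and an equimolar ferric chloride plus clioquinol control.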
pAkt inh: inhibitors of Akt phosphorylation | Neuro2A IGF-stimulated pAkt S473 HTRF, 20 min; active compounds read low | activity change, % for hits at 50 µM | 360,000 compounds, 0.32% hits | AID 651550; in the data active = activity change below about -80%; inconclusive = mostly about -51% to -80%; note: % is set by controls: 0 for no effect and ±100 for the full control effect
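Neuro2A cells (4,500/well, DMEM with 0.5% FBS) were treated with compound at a single 50 µM final concentration, stimulated with 6 nM IGF for 20 min at 37 °C, and lysed. Phospho-Akt Ser473 was read by HTRF as 665/615 ratio ×10^4.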
PTHR1 agonist: PTHR1 (human) receptor agonism | 410,000 compounds, 0.075% hits | Potency, µM (highest dose often 115 µM), without a hit: at the highest dose activation, usual class: activators | HEK293 GP2 PTHR1 cells, GloSensor cAMP luminescence, 1 h; note: potency is the fitted concentration of half-maximal effect; nearly all actives have a fitted effect of over 55% in size; some results filed as inactive show a strong effect at the top dose; inactives centre near -15; many of its hits are not listed in these tables
Target sequence (Q03431 whole entry, looked up): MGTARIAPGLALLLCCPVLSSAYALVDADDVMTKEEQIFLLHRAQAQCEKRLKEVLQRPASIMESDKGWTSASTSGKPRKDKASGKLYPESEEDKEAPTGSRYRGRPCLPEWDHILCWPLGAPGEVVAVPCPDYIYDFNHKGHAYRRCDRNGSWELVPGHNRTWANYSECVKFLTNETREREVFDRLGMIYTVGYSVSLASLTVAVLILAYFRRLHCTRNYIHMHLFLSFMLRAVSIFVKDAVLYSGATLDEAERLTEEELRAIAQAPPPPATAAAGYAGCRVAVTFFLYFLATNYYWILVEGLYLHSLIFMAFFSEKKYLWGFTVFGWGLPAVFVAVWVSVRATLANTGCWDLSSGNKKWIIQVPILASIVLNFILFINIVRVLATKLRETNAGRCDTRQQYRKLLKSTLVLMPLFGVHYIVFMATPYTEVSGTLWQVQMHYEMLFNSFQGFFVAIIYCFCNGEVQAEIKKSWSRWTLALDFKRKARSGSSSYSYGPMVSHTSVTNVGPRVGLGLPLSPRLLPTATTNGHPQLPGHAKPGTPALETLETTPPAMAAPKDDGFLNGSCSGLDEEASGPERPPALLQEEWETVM
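HEK-293-derived GP2 cells expressing PTHR1 and a GloSensor cAMP reporter, 3,000/well, plated overnight, given luciferin plus IBMX (each 0.5 mM as added) for 1 h at 37 °C, then compound for 1 h at 37 °C. Luminescence was read after 15 min at room temperature.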
Active calls of the source: *; i = inactive; ? = inconclusive; . = no result given; & = joins results of further samples; [ ] = another dose, or the depositor's remark. Unless noted, calls come from the whole dose curve; as a rule, active = well fitted curve in the direction sought with a large enough effect; inconclusive = small, poorly fitted or top-dose-only effect, or another doubt; inactive = no such curve, though single readings can be large; an effect the other way counts as inactive or inconclusive. Only part of the results is shown (hit frequency here may not be typical).

SMILES | aSyn rescue | HEK293 tox | TDP43 rescue | Mm-Cpn inhibitor | FUS suppressor | GLP-1R inv ag | Abeta yeast res | pAkt inh | PTHR1 agonist
Cc1[nH]c(=O)[nH]c(=O)c1/C=N/NC(=O)CCCCCNC(=O)OC(C)(C)C | -14% | 4% | 7% | 0% | 10% | 43%[activator] | -11% | i | i
O=S(=O)(NCC1CCCO1)c1ccc2c(c1)OCCO2 (stereo not given) | 1% | 6% | -6% | 2% | 1% | -3% | 2% | i | i
O=C(Cc1cccs1)NCCn1ccc2ccccc21 | 2% | 15% | ? | 1% | -11% | 7% | 2% | i | -15%
O=C(NC1CCCC1)C1CC(=O)N(CCc2ccccc2)C1 (stereo not given) | 5% | 13% | -10% | 3% | 10% | -9% | -4% | i | 8%[57.5 µM]
COC(=O)CN1C(=O)CSc2ccc(S(=O)(=O)Nc3cccc(C)c3)cc21 | . | 8% | -5% | . | 26% | -6% | -15% | . | -46%[inhibitor]
COc1ccc(CCNC(=O)CSC2=Nc3ccccc3C3=NC(CCC(=O)NCc4ccccc4)C(=O)N23)cc1OC (stereo not given) | . | -5% | 4% | . | 19% | 2% | -5% | . | i
CC1SCC(=NOCc2ccccc2)CS1 (stereo not given) | -3% | 12% | 18% | 0% | 4% | -11% | 4% | i | -42%[inhibitor]
Cn1cc(S(=O)(=O)NC[C@H]2O[C@@H](n3cnc4c(N)ncnc43)[C@H](O)[C@@H]2O)cn1 | 0% | 10% | ? | 2% | -29% | 6% | -1% | i | 20%
Oc1c(CN2CCc3ccccc3C2)cc(Cl)c2cccnc12 | -31% | ? | -22% | 0% | 20% | ? | -89%[inhibitor] | i | 22µM*
CCOC(=O)c1cccnc1SCC(=O)N(CC)c1cccc(C)c1 | 5% | 1%&-29% | -6% | 0% | 28%&14% | ? | -5%&-5% | i | -64%&-24%[inhibitor]
CC1COC(C)(CC(=O)NN2C(=O)c3ccccc3C2=O)O1 (stereo not given) | 1% | 9% | -2% | 0% | 19% | -17% | 4% | i | -6%
CN(C)Cc1c(-c2ccc(Cl)cc2)nc2ccc(Cl)cn12 | -3% | -1% | -9% | -2% | 6% | ? | 1% | i | -11%
O=C1CC(SCc2nc3ccccc3[nH]2)C(=O)N1c1ccc(F)c(Cl)c1 (stereo not given) | . | 2% | 13µM* | 2% | 19% | 0% | -58%[inhibitor] | . | i
CCN1CCN(S(=O)(=O)c2ccc(Cl)c(C(=O)Nc3ccccc3N3CCOCC3)c2)CC1 | -2% | 12% | -8% | 2% | 3% | -4% | ? | i | i
CCc1cc(Cn2nc(-c3ccccc3)cc2C(=O)NCC2CC2)on1 | 0% | -10% | ? | 0% | 35% | ? | 7% | i | -32%[inhibitor]
Cc1ccc(-c2cc(N)n(-c3ccc(C)cc3)n2)cc1 | -11% | -2%&-4% | 13%&6% | -1% | ? | ? | -5%&15% | i | -7%[57.5 µM]
CCCCC(C(=O)NC1CCCC1)N(Cc1ccccc1)C(=O)c1snc(C(N)=O)c1N (stereo not given) | 4% | -7% | 5% | 3% | 23% | ? | 4% | i | i
O=C(N/N=C/C(Cl)=C/c1ccccc1)c1ccc2c(c1)OCO2 | -1% | -18% | 5% | 0% | 2% | ? | -18% | i | -2%
CC(=O)N1CCN(c2ccc(NCc3ccc(C)s3)cc2)CC1 | 0% | -2% | 6% | -6% | 8% | 15% | -3% | i | -31%[inhibitor]
CC1CCCC(NC(=O)CCC(=O)N2CCOc3ccccc32)C1C (stereo not given) | 1% | -2% | 10% | 0% | 0% | -29% | 5% | i | -72%[inhibitor]
CCCNc1ncnc2[nH]ncc12 | -8% | 7% | -4% | . | -5% | 39%[activator] | 14% | i | -9%
C=CCNC(=S)NNC(=O)c1ccccc1 | -2% | -1% | -8% | 2% | -7% | 13% | -8% | i | i
O=C(NCCc1ccc(F)cc1)C1CCCO1 (stereo not given) | -1% | 5% | -3% | 2% | -2% | 33%[activator] | 6% | i | i
Cc1nc2nc[nH]n2c(=O)c1NS(=O)(=O)c1ccc([N+](=O)[O-])cc1 | -14% | 172%[activator] | -15% | -1% | 2% | 14% | -5% | i | -2%
COc1ccc2c(Cl)c(C(=O)NCCCn3ccnc3)sc2c1 | 9% | 15% | -16% | -9% | 18% | 2% | -6% | i | -17%[57.5 µM]
O=C1NCCN1CCNc1nc(NCc2ccccc2)nc2ccsc12 | ? | -3% | 8% | . | -20% | -10% | -11% | i | i
COCCn1c(=N)c(C(=O)NCc2ccco2)cc2c(=O)n3ccccc3nc21 | 4% | 212%[activator] | 4% | -3% | 32% | 54%[activator] | -1% | i | i
COc1ccc(-n2cc(C(=O)O)c3ccccc3c2=O)cc1 | 2% | 8% | 5% | -8% | 16% | 9% | -4% | i | i
O=C1C2C3C=CC(C3)C2C(=O)N1c1ccc2ccccc2c1 (stereo not given) | 2% | 0% | ? | 3% | -12% | ? | -8% | i | i
C[C@H]1CN([C@@H](C)CO)C(=O)CCCn2cc(nn2)CO[C@@H]1CN(C)C(=O)Nc1cccc2ccccc12 | -11% | -4% | 23% | . | 1% | 6% | -14% | i | -13%
CC(=O)C1=C(C)N(Cc2ccco2)C(=O)C1(NC(=O)C1CCCCC1)C(F)(F)F (stereo not given) | 1% | -27% | 18% | 0% | 5% | 0% | 4% | i | i
Cc1ccc2nc(Nc3ccc(C)c(Cl)c3)c3nncn3c2c1 | 6% | 9% | 2% | 1% | -27% | 57%[activator] | -19% | i | -18%
CC(C)NC(=O)N(C)C[C@H]1Oc2ccc(NC(=O)NC3CCCCC3)cc2C(=O)N([C@H](C)CO)C[C@@H]1C | 1% | 15% | 3% | 0% | 3% | 1% | 3% | i | -22%
CCCCN(C)CCNC(=O)c1cc2c(=O)n(C)c3ccccc3c2n1C | . | 0% | 12% | . | 0% | 10% | -17% | . | -17%
O=C(O)/C=C\C(=O)Nc1ccc(Oc2ccccc2)cc1 | 9% | -18% | ? | -4% | 21% | 0% | -29% | i | -6%[57.5 µM]
C=C1CCC[C@]2(C)C[C@H]3OC(=O)C(CNC(C)(CO)CO)[C@H]3CC12 (stereo not given in full) | -19% | -24% | -15% | -1% | -34% | 16% | -29% | i | -12%
COc1cc(/C=C(\NC(=O)c2cc(OC)c(OC)c(OC)c2)C(=O)NC(C(=O)O)c2ccccc2)cc(OC)c1OC (stereo not given) | -9% | 15% | -12% | -2% | . | 12% | 6% | i | -39%
Cc1cc([N+](=O)[O-])nn1CC(=O)NC(C)c1ccccc1 (stereo not given) | 1% | -10% | -11% | 0% | 1% | 7% | 11% | i | i
Cc1ccccc1CC(=O)NC1CCN(Cc2ccccc2)CC1 | 1% | -14% | -7% | -1% | -6% | -23% | 4% | i | -8%
COc1cc(OC)cc(-c2nnc(SCC(=O)Nc3cccc(C(=O)O)c3)s2)c1 | 3% | -2% | -14% | -8% | 14% | 3% | 3% | i | i
COc1ccc(Cn2nnc3c(=O)[nH]c(C4CCCN(C(=O)c5ccccc5)C4)nc32)cc1 (stereo not given) | 0% | -12% | ? | 2% | 14% | -1% | 10% | i | 23%
CCCCOC(=O)Nc1ccc(N2CCOCC2)cc1 | -5% | -7% | 0% | 1% | 25% | 0% | 5% | i | -2%[57.5 µM]
CC(C)(C)C(=O)c1c(N)[nH]c(C(=O)c2ccccc2)c1-c1ccc(Br)cc1 | -9% | 5% | 14% | . | 4% | 9% | 6% | i | i
CCCc1cc(=S)n2c([nH]c3ccccc32)c1C#N | -21% | 2% | 15% | -9% | 12% | 1% | -33%[inhibitor] | i | -28%
c1ccc(OCCCCN2CCCCC2)cc1 | -8% | 13% | -10% | 1% | -5% | 33%[activator] | -10% | i | i

Grouped by structure, the compounds so far with an aryl methoxy group.
SMILES | aSyn rescue | HEK293 tox | TDP43 rescue | Mm-Cpn inhibitor | FUS suppressor | GLP-1R inv ag | Abeta yeast res | pAkt inh | PTHR1 agonist
COc1ccc(CCNC(=O)CSC2=Nc3ccccc3C3=NC(CCC(=O)NCc4ccccc4)C(=O)N23)cc1OC (stereo not given) | . | -5% | 4% | . | 19% | 2% | -5% | . | i
COc1ccc2c(Cl)c(C(=O)NCCCn3ccnc3)sc2c1 | 9% | 15% | -16% | -9% | 18% | 2% | -6% | i | -17%[57.5 µM]
COc1ccc(-n2cc(C(=O)O)c3ccccc3c2=O)cc1 | 2% | 8% | 5% | -8% | 16% | 9% | -4% | i | i
COc1cc(/C=C(\NC(=O)c2cc(OC)c(OC)c(OC)c2)C(=O)NC(C(=O)O)c2ccccc2)cc(OC)c1OC (stereo not given) | -9% | 15% | -12% | -2% | . | 12% | 6% | i | -39%
COc1cc(OC)cc(-c2nnc(SCC(=O)Nc3cccc(C(=O)O)c3)s2)c1 | 3% | -2% | -14% | -8% | 14% | 3% | 3% | i | i
COc1ccc(Cn2nnc3c(=O)[nH]c(C4CCCN(C(=O)c5ccccc5)C4)nc32)cc1 (stereo not given) | 0% | -12% | ? | 2% | 14% | -1% | 10% | i | 23%

Assay outcomes (PubChem)
